Bioassay records as filed in PubChem.
SKN-1 block = inhibitors of C. elegans SKN-1; C. elegans VP596 Pgst-4::GFP/RFP ratio, acrylamide-induced, 24 h; inhibition, % at 21.8 µM; actives 0.49% (n = 360,000);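 active = interference check ratio from 0.5 to 1.5 plus GFP to RFP signal ratio inhibition reaching or exceeding a fixed threshold, cut at about 30% in these data, passing the limit was not always enough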; also: some compounds called inactive have numbers as strong as hits
Rpn11 block = Rpn11 (human) deubiquitinase inhibition | human 26S proteasome, Ub4-pepOG fluorescence polarization; 20S core pre-blocked with epoxomicin | calls only at 20 µM | actives 0.59% (n = 360,000) | O00487;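 active = inhibition at 20 µM, scaled to each plate's controls, above about 33%, limit read from the data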
SUMO1-SIM PPI = SUMO1-SIM interaction modulation; P63165; SUMO1 binding to a labelled peptide, TR-FRET, 1 h; inhibition, % at 20 µM; actives 0.33% (n = 360,000); AID 602429; in the data active = inhibition above about 37%
STEP inh = STEP (human) phosphatase inhibition; actives 0.25% (n = 360,000); recombinant STEP, OMFP fluorogenic substrate, fluorescence; inhibition, % at 20 µM; AID 588621; P54829;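 active = inhibition at 20 µM, scaled per plate between control wells, above about 37%, limit read from the data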;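 also: 0% = DMSO with enzyme and substrate and 100% = substrate only without enzyme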
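System: STEP (striatal-enriched tyrosine phosphatase) enzyme, cell-free; medium: Bis-Tris pH 6.0 buffer with DTT, detergent; dosing: 20 µM, 1% DMSO; times: reaction 20 min, ambient temperature; detection: fluorescence, 480/540 nm; read-out basis: normalized % inhibition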
MT1-MMP act inh = inhibitors of human MT1-MMP activation; P50281; HT1080 RFP-PRO-GFP cells, GFP/RFP ratio fluorescence, overnight; percent of plate control window, DMSO zero; GFP/RFP ratio change, % at 20 µM; actives 0.061% (n = 360,000); AID 651647;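 active = GFP/RFP ratio change of at least 30% with cell ATP level not reduced by more than half and red fluorescence within 50% of control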; also: strong numbers were not always called active
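Assay system – RFP-PRO-GFP reporter HT1080 cells · Compound dosing – single dose of 20 µM compound, 1% DMSO final · Incubation – overnight compound exposure at 37 °C · Measure – GFP/RFP fluorescence ratio · Benchmarks – DMSO wells and RFP-L50D-GFP cells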
NRP1-CendR mod = modulators of CendR peptide binding to human neuropilin-1 | FAM-RPARPAR peptide binding to NRP-1, fluorescence polarization | inhibition, % at 25 µM | actives 0.85% (n = 360,000) | AID 602438;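 active = inhibition or corrected inhibition above about 18%, plus a signal ratio from 0.5 to 1.5, limit read from the data, passing the limit was not always enough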; also: strong numbers were not always called active
LMPTP block = blocks human LMPTP phosphatase; actives 0.22% (n = 360,000); recombinant LMPTP-A, OMFP fluorogenic substrate, fluorescence intensity; inhibition, % at 20 µM; AID 651560; P24666;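 active = compounds that cut the enzyme signal by at least half of the control window in the single-dose screen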;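 also: plate controls were DMSO wells with enzyme plus substrate for no effect and substrate without enzyme for full effect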
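Test system: LMPTP-A phosphatase enzyme. Amount: LMPTP-A at 0.625 nM final in the reaction. Reagent: OMFP substrate, 400 µM final. Times: 50 min at room temperature. Signal: endpoint fluorescence intensity from OMFP dephosphorylation. Read-out basis: % inhibition. Benchmarks: no-enzyme and uninhibited controls.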
Scp-1 inhibitor = blocks human Scp-1 phosphatase activity. Q9GZU7. actives 0.88% (n = 340,000). Recombinant Scp1, phosphopeptide, malachite green phosphate absorbance. inhibition, % at 20 µM;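 active = inhibition above about 50% at 20 µM, limit read from the data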;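 also: plate controls were DMSO wells with enzyme for no effect and wells lacking enzyme for full effect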
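Material – SCP-1 phosphatase catalytic domain, residues 76-261 · Buffer or medium – Acidic Tris acetate buffer with magnesium and detergent · Also added – Phospho 17-mer peptide substrate · Compound – single 20 µM dose, 1% DMSO · Times – 45 min room-temperature reaction, 5 min colour, 30 min stabiliser · Technique – Phosphate-binding colour reagent, absorbance read at 630 nm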
NadD block = NadD (S. aureus) enzyme inhibition. purified NadD enzyme, colorimetric absorbance read-out. inhibition, % at 20 µM. actives 0.78% (n = 360,000); in the data active = inhibition above about 26%; also: some compounds past the cut are filed as inactive
DNMT1 block = inhibitors of human DNMT1; inhibition (reported as % activation of signal), % at 10 µM; P26358; DNMT1 molecular beacon, Hinp1I cleavage, fluorescence; actives 0.83% (n = 360,000); in the data active = inhibition above about 50%
Target sequence (P26358 504-1616 limits assumed): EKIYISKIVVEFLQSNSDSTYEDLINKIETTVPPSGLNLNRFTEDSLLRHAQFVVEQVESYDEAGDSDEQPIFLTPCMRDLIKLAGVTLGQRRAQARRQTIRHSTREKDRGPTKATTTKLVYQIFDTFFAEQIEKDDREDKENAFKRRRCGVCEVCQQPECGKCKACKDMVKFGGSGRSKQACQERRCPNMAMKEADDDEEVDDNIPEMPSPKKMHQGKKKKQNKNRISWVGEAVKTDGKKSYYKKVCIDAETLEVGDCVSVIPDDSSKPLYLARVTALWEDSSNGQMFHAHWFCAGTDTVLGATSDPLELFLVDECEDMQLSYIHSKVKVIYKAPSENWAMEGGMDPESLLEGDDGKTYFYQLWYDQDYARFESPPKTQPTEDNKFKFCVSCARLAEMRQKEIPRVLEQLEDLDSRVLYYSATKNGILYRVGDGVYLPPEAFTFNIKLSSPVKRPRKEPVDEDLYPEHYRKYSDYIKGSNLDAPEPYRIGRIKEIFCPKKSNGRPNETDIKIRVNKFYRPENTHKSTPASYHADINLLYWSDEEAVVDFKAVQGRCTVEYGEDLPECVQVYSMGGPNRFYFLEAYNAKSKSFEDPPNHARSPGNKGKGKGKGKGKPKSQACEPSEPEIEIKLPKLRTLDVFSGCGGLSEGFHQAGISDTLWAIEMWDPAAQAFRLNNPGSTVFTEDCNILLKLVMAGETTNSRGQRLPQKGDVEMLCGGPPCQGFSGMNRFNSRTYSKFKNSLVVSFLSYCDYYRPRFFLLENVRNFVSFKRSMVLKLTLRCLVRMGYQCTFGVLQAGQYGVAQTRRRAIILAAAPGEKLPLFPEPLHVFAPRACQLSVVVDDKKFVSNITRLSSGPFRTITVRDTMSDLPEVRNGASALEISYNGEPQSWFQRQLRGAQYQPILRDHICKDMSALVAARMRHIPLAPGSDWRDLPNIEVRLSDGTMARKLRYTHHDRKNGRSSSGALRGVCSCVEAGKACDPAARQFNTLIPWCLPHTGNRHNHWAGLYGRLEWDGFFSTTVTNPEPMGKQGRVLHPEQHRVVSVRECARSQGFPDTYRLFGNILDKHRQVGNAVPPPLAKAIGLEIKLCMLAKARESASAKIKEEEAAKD
* hit, by the source's call; i = inactive; / = no result given.

SMILES	SKN-1 block	Rpn11 block	SUMO1-SIM PPI	STEP inh	MT1-MMP act inh	NRP1-CendR mod	LMPTP block	Scp-1 inhibitor	NadD block	DNMT1 block
Cc1nn(CC(=O)NCCC2=CCCCC2)c(C)c1[N+](=O)[O-]	21.2	i	4.6	1.0	-0.7	0.8	-0.7	-9.0	-2.7	0.8
Cc1ccc(NC(=O)/C(=C\c2cccnc2)NC(=O)c2ccco2)cc1	16.4	i	-0.8	-1.1	1.4	17.1	-2.9	2.5	-0.8	-2.1
COc1ccc(-n2cc(CNCc3cnc4ccccn34)c(-c3cccc(F)c3)n2)cc1	3.3	i	2.9	15.2	-13.2	-3.6	1.4	-5.2	2.4	-9.9
O=C1NCCOC(=O)[C@@H](Cc2ccc(F)cc2)CC/C=C/C[C@H]1CC(=O)N(CCO)Cc1ccccc1	-3.8	i	6.4	3.6	2.8	-1.3	0.7	-19.6	-0.4	0.9
Cc1ccc(S(=O)(=O)N2C[C@]3(O)C[C@@H]4C(=O)N(c5ccccc5)C(=O)[C@@H]4C[C@]3(OC(=O)Nc3cccs3)C2)cc1	-2.6	i	3.5	1.0	3.1	-4.0	0.9	/	8.1	-2.5
CC(=O)Nc1ccc(N2C(=O)CC(Sc3nc4ccccc4s3)C2=O)cc1 (stereo not given)	-4.1	i	-0.3	2.5	3.9	-0.6	-2.4	-10.2	-4.2	-1.2
O=C(Cc1ccccc1)NCC(=O)N1CCN(c2ccccc2)CC1	-6.5	i	-0.6	-2.0	-1.3	26.6*	-0.9	-4.8	-7.5	2.4
CC(C)=CCC/C(C)=C/CNC(=O)C[C@H]1C[C@H](C(=O)N2CCOCC2)[C@@]2(C)c3[nH]c4cc(-c5ccco5)ccc4c3CCN2C1=O	26.3	i	-3.6	0.8	-7.8	-18.6	5.3	9.2	-4.0	-30.4
Clc1ccc(CSc2ncn(-c3ccccc3)n2)cc1	76.5*	i	3.4	0.4	-3.7	-14.3	3.7	-7.0	1.8	-6.8
COc1ccc(COC(=O)C2=C(C)NC(=O)NC2c2ccccc2)cc1 (stereo not given)	4.5	i	3.4	-1.9	-1.5	8.0	1.2	-1.8	0.2	-0.7
Cc1cc(C)n2nc(SCc3nnc(SCc4ccccc4C)s3)nc2n1	5.9	i	1.7	0.3	-1.9	2.4	0.0	-2.7	-1.8	-0.1
COc1ccc(NC(=O)CN(C)C(=O)c2ccc(NC3CC3)c([N+](=O)[O-])c2)cc1	17.1	i	-35.2	3.6	1.5	10.1	1.4	-0.7	-3.5	5.9
CCOC(=O)c1cn(Cc2ccc(Br)cc2)nn1	1.1	i	2.9	-2.8	-1.3	3.3	-1.5	-7.8	4.7	0.9
O=[N+]([O-])c1cccc(CN2CCCCCC2)c1	-6.2	i	-9.7	-0.7	-0.2	4.7	-1.3	-5.0	-2.5	2.9
CC([NH2+][O-])C(C)(C)NO (stereo not given)	26.4	i	-0.1	-0.6	-5.8	2.0	-0.7	-4.8	-1.6	-3.5
CCN1CCN(C2=C(NS(=O)(=O)c3ccc(NC(C)=O)cc3)C(=O)c3ccccc3C2=O)CC1	16.6	i	-31.9	0.1	-2.2	15.9	1.5	-6.5	3.5	-6.9
CC(=O)c1cccc(NC(=O)c2ccc(NS(C)(=O)=O)cc2)c1	0.0	i	2.1	1.1	1.0	8.1	-1.9	-13.9	5.1	-1.2
Cc1ccc(OCCNC(=O)CCNS(=O)(=O)c2ccc3ccccc3c2)cc1	-23.2	i	-1.8	1.0	5.6	14.1	0.7	7.1	-14.6	-1.7
CCCN(C(=O)COC(=O)c1cc(CC)c(C)s1)c1c(N)n(Cc2ccccc2)c(=O)[nH]c1=O	-3.4	i	1.1	-0.5	-8.1	-28.1	0.7	32.4	21.1	10.3
O=C(NCC1CCCO1)C1CCCN1C(=O)Nc1ccc(Cl)cc1 (stereo not given)	0.1	i	1.4	0.2	3.4	5.2	-1.5	-3.3	-0.3	1.1
CCOc1cc(-c2cc(-c3ccccc3)nc(N)c2C#N)ccc1O	25.8	i	3.0	-2.1	7.9	-0.7	1.6	-2.0	-5.7	-8.4
COc1ccc(NC(=O)CSc2nnc(-c3ccccn3)n2N)cc1	-0.2	i	0.6	-2.0	-1.4	-3.8	-1.1	-2.5	4.9	-2.7
CCCCc1cn([C@@H](CCCCNC(=O)OC(C)(C)C)C(=O)N2CCN(C(=O)OC(C)(C)C)CC2)nn1	-2.7	i	4.7	-2.4	1.1	-6.4	-0.5	1.9	0.3	14.8
O=C(COC(=O)c1cnc(Cl)c(Cl)c1)NCc1ccco1	-5.6	i	18.3	10.9	-1.8	-9.8	5.9	53.3*	3.0	30.3
COC(=O)CCC(=O)Nc1ccc(C)cc1OC(=O)CCC(=O)OC	-15.5	i	1.5	-0.3	-1.4	0.8	-2.0	-2.2	-0.2	-2.6
COc1ccc(-c2nc(CN3CCN(C(=O)c4ccco4)CC3)c(C)o2)cc1OC	-2.2	i	5.1	-1.6	-0.5	-2.1	-0.9	3.1	-5.6	-0.1
CC1(c2cccc3ccccc23)OC(=O)c2ccccc21 (stereo not given)	-3.7	i	-2.3	0.7	0.4	10.2	1.3	2.2	-2.8	-4.0
COc1ccc(NC(=O)CSc2nc3c(c(=O)[nH]2)CCC3)cc1OC	4.5	i	0.2	-3.2	2.0	16.4	-1.5	-7.6	1.6	3.1
Cn1c(CNC(=O)c2ccccc2F)nnc1SCC(=O)Nc1nncs1	-15.9	i	-1.7	-2.3	0.1	-0.8	-0.9	1.4	0.1	1.0
COc1cccc(C(=O)N(Cc2ccco2)Cc2cc3cccc(C)c3[nH]c2=O)c1	-2.0	i	1.2	2.2	-1.2	-5.1	1.5	-4.3	-2.0	-0.1

Single records, as listed above. Order of values: SKN-1 block	Rpn11 block	SUMO1-SIM PPI	STEP inh	MT1-MMP act inh	NRP1-CendR mod	LMPTP block	Scp-1 inhibitor	NadD block	DNMT1 block
CC(=O)Nc1ccc(N2C(=O)CC(Sc3nc4ccccc4s3)C2=O)cc1 (stereo not given) as listed: -4.1	i	-0.3	2.5	3.9	-0.6	-2.4	-10.2	-4.2	-1.2
COc1ccc(COC(=O)C2=C(C)NC(=O)NC2c2ccccc2)cc1 (stereo not given) as listed: 4.5	i	3.4	-1.9	-1.5	8.0	1.2	-1.8	0.2	-0.7
CC(=O)c1cccc(NC(=O)c2ccc(NS(C)(=O)=O)cc2)c1 as listed: 0.0	i	2.1	1.1	1.0	8.1	-1.9	-13.9	5.1	-1.2

Going on with the list.
SMILES	SKN-1 block	Rpn11 block	SUMO1-SIM PPI	STEP inh	MT1-MMP act inh	NRP1-CendR mod	LMPTP block	Scp-1 inhibitor	NadD block	DNMT1 block
Cc1cccc(NC(=O)C2CCCN(C(=O)Nc3ccccc3)C2)c1C (stereo not given)	-2.3	i	-6.0	-3.3	0.0	1.6	0.5	-4.6	1.2	-1.0
COc1ccc(OC)c(C(=O)COC(=O)c2cccnc2SC)c1	4.0	i	-1.1	0.4	1.5	10.1	2.0	-5.8	-7.1	1.4
NS(=O)(=O)c1ccc(NC(=S)NCc2cccs2)cc1	5.3	i	2.1	0.8	2.6	9.8	0.0	-5.2	7.1	-1.6
COc1cc(S(=O)(=O)n2ccc(C)n2)c(C)cc1C	-13.7	i	-6.5	1.0	-0.2	1.7	-1.9	/	-8.1	-1.0
O=C1C2C3C=CC(C2C(=O)N1CCO)C1C(=O)N(CCO)C(=O)C31 (stereo not given)	11.6	i	-0.8	-0.5	-1.9	7.1	0.5	-13.5	2.5	-1.3
Cc1csc(NC(=O)c2cccc([N+](=O)[O-])c2C(=O)O)n1	-6.4	i	-5.2	-3.2	1.6	-2.1	-0.3	9.2	2.5	-1.9
CCOc1ccc(NC(=O)CNc2ccc(C)cc2Cl)cc1	17.0	i	-1.2	-0.5	3.5	0.8	0.5	0.4	-7.1	-3.7
O=C(Cn1cc(/C=N/NC(=O)c2ccccc2Br)c2ccccc21)Nc1ccc(F)cc1	-3.5	i	-4.8	-1.2	3.6	16.9	1.8	-8.7	11.8	-4.3
O=C(COc1ccc2ccccc2c1Br)NCc1ccccn1	11.6	i	-8.7	-0.9	-2.9	14.5	0.3	-10.4	-7.5	-7.8
CC(NC(=O)C1CCCN(C(=O)N(C)C)C1)c1ccccc1 (stereo not given)	-17.9	i	-1.9	0.0	3.9	8.2	-1.2	-5.3	-0.7	-0.1

Some of the entries above, set out differently.
The line under a structure holds: SKN-1 block | Rpn11 block | SUMO1-SIM PPI | STEP inh | MT1-MMP act inh | NRP1-CendR mod | LMPTP block | Scp-1 inhibitor | NadD block | DNMT1 block
Cc1cccc(NC(=O)C2CCCN(C(=O)Nc3ccccc3)C2)c1C (stereo not given)
→ -2.3 | i | -6.0 | -3.3 | 0.0 | 1.6 | 0.5 | -4.6 | 1.2 | -1.0
COc1cc(S(=O)(=O)n2ccc(C)n2)c(C)cc1C
→ -13.7 | i | -6.5 | 1.0 | -0.2 | 1.7 | -1.9 | / | -8.1 | -1.0
CCOc1ccc(NC(=O)CNc2ccc(C)cc2Cl)cc1
→ 17.0 | i | -1.2 | -0.5 | 3.5 | 0.8 | 0.5 | 0.4 | -7.1 | -3.7

Copied from the list.
Value of `O=C1C2C3C=CC(C2C(=O)N1CCO)C1C(=O)N(CCO)C(=O)C31` (stereo not given) under DNMT1 block: -1.3
Value of `O=C(COc1ccc2ccccc2c1Br)NCc1ccccn1` under NRP1-CendR mod: 14.5
Value of `NS(=O)(=O)c1ccc(NC(=S)NCc2cccs2)cc1` under STEP inh: 0.8
Value of `COc1ccc(OC)c(C(=O)COC(=O)c2cccnc2SC)c1` under LMPTP block: 2.0
Value of `Cc1csc(NC(=O)c2cccc([N+](=O)[O-])c2C(=O)O)n1` under NadD block: 2.5

Compounds as they come; about 3.9% have a hit in one of these screens.
